Screens (PubChem BioAssay)
hERG rescue = shields human hERG channel from block by proarrhythmic agents. CHO-hERG, FluxOR thallium flux, dofetilide IC70 present. activation (rescue from dofetilide block), less the hit threshold, % at 10 µM. 310,000 tested, 0.51% active;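 active = activation above the mean of controls blocked by dofetilide plus 5 SD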;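 note: thallium influx through hERG after potassium depolarization seen as dye fluorescence rise; in these data hits start at about 4.7%; inactives centre near -7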
Target sequence (Q12809 whole entry, looked up): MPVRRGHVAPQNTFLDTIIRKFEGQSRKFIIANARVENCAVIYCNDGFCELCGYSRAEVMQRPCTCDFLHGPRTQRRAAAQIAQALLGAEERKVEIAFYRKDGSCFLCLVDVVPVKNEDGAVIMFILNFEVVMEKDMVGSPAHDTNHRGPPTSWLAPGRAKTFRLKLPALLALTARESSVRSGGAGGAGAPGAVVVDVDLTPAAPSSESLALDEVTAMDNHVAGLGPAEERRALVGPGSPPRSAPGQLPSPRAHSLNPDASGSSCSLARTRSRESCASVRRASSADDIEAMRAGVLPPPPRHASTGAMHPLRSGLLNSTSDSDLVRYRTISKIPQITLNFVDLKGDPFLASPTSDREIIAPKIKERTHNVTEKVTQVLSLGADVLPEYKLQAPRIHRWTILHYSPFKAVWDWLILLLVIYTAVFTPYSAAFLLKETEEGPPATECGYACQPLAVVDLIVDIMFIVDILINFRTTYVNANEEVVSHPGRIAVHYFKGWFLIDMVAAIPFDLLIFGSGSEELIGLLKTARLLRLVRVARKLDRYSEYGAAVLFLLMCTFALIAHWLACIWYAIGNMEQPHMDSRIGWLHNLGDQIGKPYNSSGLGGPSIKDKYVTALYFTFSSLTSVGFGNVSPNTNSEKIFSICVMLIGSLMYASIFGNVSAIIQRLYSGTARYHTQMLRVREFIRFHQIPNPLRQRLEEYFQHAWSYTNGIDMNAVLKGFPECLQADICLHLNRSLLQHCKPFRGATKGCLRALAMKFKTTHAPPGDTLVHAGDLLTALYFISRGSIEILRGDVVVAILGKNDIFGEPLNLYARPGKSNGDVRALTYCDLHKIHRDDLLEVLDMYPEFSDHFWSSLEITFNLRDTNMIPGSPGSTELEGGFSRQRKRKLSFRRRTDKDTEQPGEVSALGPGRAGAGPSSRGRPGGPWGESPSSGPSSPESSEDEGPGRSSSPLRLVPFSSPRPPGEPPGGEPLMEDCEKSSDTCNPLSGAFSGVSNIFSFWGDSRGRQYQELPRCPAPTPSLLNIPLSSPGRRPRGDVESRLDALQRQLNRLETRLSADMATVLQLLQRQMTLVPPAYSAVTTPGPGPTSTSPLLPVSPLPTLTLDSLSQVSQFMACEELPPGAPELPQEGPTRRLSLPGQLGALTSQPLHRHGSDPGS
HDAC3 inhib = blocks human histone deacetylase 3; AID 2718; recombinant HDAC3, fluorogenic peptide/trypsin coupled, fluorescence; 320,000 tested, 0.15% active; inhibition, % at 8.3 µM; in the data active = inhibition above about 26%, passing the limit was not always enough; inconclusive = no clear call, values can overlap the other calls
KCNK9 block = blocks the human KCNK9 two-pore domain potassium channel; B-score at 10 µM; HEK293 KCNK9, FluxOR thallium flux fluorescence; hits give low values; 310,000 tested, 1.2% active; Q9NPC2; AID 488922;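 active = ratio B-score over 3 SD below the library mean, with starting fluorescence within 5 SD of its mean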;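 note: negative B-score means less thallium flux so channel inhibition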
KCNQ1 act = human KCNQ1 channel potentiation or activation; P51787; CHO-K1 KCNQ1, thallium flux FluxOR fluorescence; hits give high values; B-score at 10 µM; 310,000 tested, 0.35% active; AID 2648;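 active = fluorescence ratio B-score, a plate-corrected score, at least three library SD, with initial intensity B-score within 5 SD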
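Material: CHO-K1 cells stably expressing KCNQ1. Medium: assay buffer for compound exposure, DMSO matched across wells. Reagent: K+/Tl+ depolarizing stimulus. Compound dosing: single-concentration screen. Times: 37 °C overnight plating, 90-min dark dye load, 20-min compound pretreatment. Technique: FluxOR Tl+ flux fluorescence.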
Dyrk1A ADPGlo = Dyrk1A (rat) kinase inhibition; ADP-Glo luminescence, NFATc1 peptide; inhibition, % at 12.5 µM; 310,000 tested, 0.43% active; in the data active = inhibition above about 50%;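 note: plate controls were vehicle with enzyme for no effect and no enzyme for full effect; many of its hits are not listed in these tables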
ANO1 block = inhibitors of mouse TMEM16A calcium-activated chloride channel | Q8BHY3 | HEK293 TMEM16A/YFP iodide influx fluorescence, ionomycin | normalized B-score (activity score, 25-100; higher = stronger inhibition) at 10 µM | 310,000 tested, 1.2% active | AID 588511;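 active = ratio plate-corrected score three or more library SD toward inhibition, starting fluorescence score within five deviations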;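 note: score derived from kinetic fluorescence span divided by baseline fluorescence per well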
TRPC4 potent = allosterically enhances the mouse TRPC4 cation channel | 310,000 tested, 0.42% active | Q9QUQ5 | HEK293 TRPC4beta/mu-opioid, DAMGO EC20, Fluo-4 Ca2+ flux; hits give high values | B-score at 10 µM | AID 2227;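 active = B-score of calcium response area above 5 SD of library B-scores, with initial fluorescence ratio within 5 SD of library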;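 note: B-score of integrated fluorescence ratio over time as area under calcium response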
KCNQ1 inh = human KCNQ1 channel inhibition; P51787; 310,000 tested, 1.3% active; CHO-K1 KCNQ1, FluxOR thallium flux fluorescence; hits give high values; B-score at 10 µM;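 active = compounds whose thallium flux B-score, printed positive for inhibition, exceeds three library SD while starting fluorescence stays within three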;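 note: channel opened by potassium depolarization with thallium stimulus after 20 min compound exposure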
KCNK3 inh = human KCNK3 channel inhibition, primary screen. 340,000 tested, 0.84% active. B-score at 10 µM. AID 602410. O14649. CHO-KCNK3 thallium flux, FluxOR fluorescence; hits give low values;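 active = B-score under library mean minus 4 SD, starting fluorescence ratio at most library mean plus 5 SD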;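 note: more negative B-score means stronger inhibition of thallium flux through KCNK3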
ANO1 activ = activators or potentiators of mouse TMEM16A chloride channel; Q8BHY3; HEK293 TMEM16A/YFP-H148Q/I152L, iodide quench fluorescence; hits give low values; B-score at 10 µM; 340,000 tested, 0.3% active; AID 623877;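 active = fluorescence-ratio B-score plate-corrected deviation score at least 3 library SD below zero, with starting fluorescence score within 5 deviations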;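 note: channel opened by trigger with iodide after compound preincubation; score built on the fluorescence ratio of max minus min over baseline; more negative score means more quench and so TMEM16A activation or potentiation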
TRPC4 agonist = opens the mouse TRPC4 cation channel. Q9QUQ5. HEK293 TRPC4beta/mu-opioid, Fluo4 calcium fluorescence; hits give high values. B-score at 10 µM. 310,000 tested, 0.49% active. AID 2237;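 active = B-score above 5 SD of library B-scores, and initial fluorescence ratio not above library mean plus 5 SD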;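 note: positive B-score marks a calcium rise read as TRPC4 activation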
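Technique: kinetic Fluo4 calcium fluorescence; Test system: TRPC4beta and mu-opioid receptor HEK293 stable cells; Measure: B-scored integrated calcium fluorescence ratio; Benchmarks: low control buffer alone, high control maximal DAMGO; Schedule: 45 min room-temperature Fluo4 loading, 110 s read.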
* marks the source's active call; other numbers are inactive results; i = inactive; ? = inconclusive; · = no result given.

Below each SMILES – hERG rescue, HDAC3 inhib, KCNK9 block, KCNQ1 act, Dyrk1A ADPGlo, ANO1 block, TRPC4 potent, KCNQ1 inh, KCNK3 inh, ANO1 activ, TRPC4 agonist
- COc1ccc(-c2cc(C(=O)N/N=C(\C)c3cccnc3)c3ccccc3n2)c(OC)c1
    -12.2, -1.0, i, i, 6.1, i, i, i, i, i, i
- CC(C)c1nnc2c(N(C)S(=O)(=O)c3ccccc3)nc3ccccc3n12
    -0.1, 2.8, i, i, 3.7, i, i, i, i, i, i
- CC1CCCN(CC(O)COC(c2ccccc2)c2ccccc2)C1 (stereo not given)
    -3.0, -7.8, i, i, -1.4, i, i, i, i, i, i
- Cc1ccc(C(C)(C)C)cc1S(=O)(=O)N1CC(=O)Nc2ccccc21
    -10.3, 6.4, i, i, -3.1, i, i, i, i, i, i
- O=C1c2cccc3cc(Br)cc(c23)C(=O)N1Nc1ccccc1
    -3.3, 3.7, i, i, 1.5, i, i, i, i, ·, i
- O=C(C1CCN(S(=O)(=O)c2cnc[nH]2)CC1)N(CCc1ccccc1)Cc1ccccc1
    -1.4, -1.1, i, i, -2.0, i, i, i, i, i, i
- CSCCC(NC(=O)c1ccco1)C(=O)OCC(=O)N(Cc1ccccc1)C(C)(C)C (stereo not given)
    -11.0, 2.9, i, i, 4.8, i, i, i, i, i, i
- COc1ccccc1C(=O)Nc1nc(-c2ccc(S(=O)(=O)N3CCOCC3)cc2)cs1
    -24.9, ?, i, i, 0.4, 100*, i, i, i, i, i
- C#CC(C)(CC)NC(=O)c1cc(OC)c(OC)c(OC)c1 (stereo not given)
    -1.8, -1.9, i, i, 0.2, i, i, i, i, i, i
- CCCCOC(=O)Cn1c(=N)n(CCC)c2ccccc21
    -4.1, 8.7, i, i, 0.4, i, i, i, i, i, i
- O=C(COC(=O)c1n[nH]c2ccccc12)NC(=O)NCc1ccco1
    -10.1, -9.9, i, i, 1.2, i, i, i, i, i, i
- CC(C)CC(=O)Nc1ccc(C(=O)Cn2c(=O)oc3ccccc32)cc1
    -12.4, 4.0, i, i, -51.3, i, i, i, i, i, i
- COCCOc1cc(Nc2nnc(C(F)(F)F)s2)c(Cl)cc1Cl
    -1.8, 7.8, i, i, -0.4, i, i, i, i, i, i
- Cc1ccc(C)c(C(=O)COC(=O)c2cc([N+](=O)[O-])ccc2NCCO)c1
    -9.2, -5.8, -8.22*, 11*, -0.3, i, i, i, i, i, i
- Cc1cccc(NS(=O)(=O)c2cccs2)n1
    -4.2, -7.7, i, i, -1.1, i, i, i, i, i, i
- COc1ccc(NC(=O)c2csc(Cc3ccc(Cl)cc3)n2)cc1
    -12.4, 4.2, i, i, 0.2, 100*, i, i, i, i, i
- CCN(CC(=O)Nc1c(F)cccc1F)C(=O)CSc1ccc(F)cc1
    -7.5, 3.4, i, i, 4.7, i, i, i, i, i, i
- C/C(=N\Nc1ccc(Cl)c(C(=O)O)c1)c1ccc[nH]1
    -7.9, 1.6, i, i, -5.1, i, i, i, i, i, i
- Cc1nc(-c2ccccc2)sc1C1(C)CC(c2ccccc2F)=NO1 (stereo not given)
    -3.8, 1.7, i, i, -18.5, i, i, i, i, i, i
- O=c1c(-c2cnn(-c3ccccc3)c2)coc2cc(O)ccc12
    -1.3, -5.3, i, i, 19.9, i, i, i, i, i, i

Carrying on.
Below each SMILES – hERG rescue, HDAC3 inhib, KCNK9 block, KCNQ1 act, Dyrk1A ADPGlo, ANO1 block, TRPC4 potent, KCNQ1 inh, KCNK3 inh, ANO1 activ, TRPC4 agonist
- COc1ccc(CNCCCO)cc1OC
    -6.7, 6.8, i, i, -8.0, i, i, i, i, i, i
- Nc1nc(CSc2nc3ccccc3[nH]2)nc(N2CCOCC2)n1
    -8.9, -5.2, i, i, 11.3, i, i, i, i, i, i
- CC1=NN(C(=O)c2ccccc2Cl)C(O)(c2cccnc2)C1 (stereo not given)
    -8.5, -3.0, i, i, -5.3, i, i, i, i, i, i
- COc1ccccc1C(O)(c1ccccc1)C(CN1CCOCC1)c1ccccc1 (stereo not given)
    -6.9, 0.7, i, i, 1.2, i, i, i, i, i, i
- CCOc1ccc(C(=O)NNC2CC(=O)N(CCc3ccccc3)C2=O)cc1OC (stereo not given)
    -4.1, 1.5, i, i, -1.5, i, i, i, i, i, i
- CCn1c(C)csc1=NC(=O)c1ccccc1O
    0.6, -1.3, i, i, 32.5, i, i, i, i, i, i
- COc1ccc(OC)c(C(=O)c2ccc(C(=O)O)cc2)c1
    -7.0, 1.3, i, i, -0.3, i, i, i, i, i, i
- C#CCOCCOCCOCCNc1nc(N2CCN(C(=O)[C@H](C(C)C)n3cc(CCO)nn3)CC2)nc(N2CCN(C(=O)[C@H]([C@@H](C)CC)n3cc(CCCN=C(N)N)nn3)CC2)n1
    1.2, 0.0, i, i, -1.3, i, i, i, i, i, i
- CCSc1nnc(NC(=O)CSc2nccn2-c2cccc(C)c2C)s1
    -6.9, -2.2, i, i, ·, 25*, i, i, ·, ·, i
- COC(=O)c1sc(NC(=O)C2CCCCC2C(=O)O)c(C(=O)OC)c1C (stereo not given)
    -3.9, -3.0, i, i, 3.3, i, i, i, i, i, i
- CCSc1nc2c(cnn2-c2ccc(C)cc2)c(=O)[nH]1
    -1.7, 1.9, i, i, -5.9, i, i, i, i, i, i
- O=C(CCNS(=O)(=O)c1ccc2c(c1)CCC(=O)N2)Nc1ccc2c(c1)OCCO2
    -6.3, 1.8, i, i, 4.6, i, i, i, i, i, i
- CC(=O)Oc1ccc(C(=O)Cc2ccccn2)c(O)c1
    -6.2, 6.0, i, i, -5.1, i, i, i, i, i, i
- Cc1nc2ccc(Oc3ccccc3)cc2s1
    -7.2, -5.4, i, i, -7.2, i, i, i, i, i, i
- CC(O)CNc1nc2c(c(=O)n(Cc3ccc(Cl)c(Cl)c3)c(=O)n2C)n1C (stereo not given)
    -11.3, 4.2, i, i, 3.3, i, i, i, i, i, i
- COC(=O)C1(Cc2cc(-c3cccnc3)no2)CCN(C(=O)OC(C)(C)C)CC1
    -2.5, -2.4, i, i, -9.6, i, i, i, i, i, i
- Cc1ccc(-n2nnnc2SCC(N)=O)c(C)c1
    -6.8, -5.2, i, i, 7.1, i, i, i, i, i, i
- COc1cccc(C2C(C(=O)c3cc4ccccc4o3)=C(O)C(=O)N2CCN(C)C)c1OC (stereo not given)
    -5.7, -2.7, i, i, -8.1, i, i, i, i, i, i
- CC(=O)c1cccc(N2C(=NC(=O)C(C)C)SC3CS(=O)(=O)CC32)c1 (stereo not given)
    -3.2, 1.7, i, i, -10.2, i, i, i, i, i, i
- CC1(C)Oc2ccc(C(=O)N3CCCCC3)cc2N(CC(=O)NCc2ccccc2)C1=O
    -0.9, -0.8, i, i, -4.6, i, i, i, i, i, i

(list continues)
Below each SMILES – hERG rescue, HDAC3 inhib, KCNK9 block, KCNQ1 act, Dyrk1A ADPGlo, ANO1 block, TRPC4 potent, KCNQ1 inh, KCNK3 inh, ANO1 activ, TRPC4 agonist
- CCOC(=O)N1CCN(C(=O)c2cccc(OC)c2OC)CC1
    -3.0, -8.8, i, i, 1.1, i, i, i, i, i, i
- O=C(CN1CCN(c2ccccc2)CC1)Nc1ccc(F)cc1
    -5.2, 2.5, i, i, -5.1, i, i, i, i, i, i
- O=C(c1ccc(Cl)cc1)N1CCc2ccccc21
    -2.6, -7.3, i, i, 0.5, i, i, i, i, i, i
- CC1CCCN(S(=O)(=O)c2ccc(C(=O)Nc3nnc(-c4ccccn4)o3)cc2)C1 (stereo not given)
    -11.8, ·, i, i, -62.6, i, i, i, i, i, i
- CCC(C)[C@H](NC(=O)N1CCCCCC1)C(=O)O (stereo not given in full)
    -11.6, -4.6, i, i, -2.4, i, i, i, i, i, i
- COc1ccc2nc(NC(=O)c3ccccc3O)sc2c1
    -9.4, -5.5, i, i, 2.9, i, i, i, i, i, i
- Cc1ccc(S(=O)(=O)NC(C)C(=O)NC2CC2)cc1 (stereo not given)
    -8.5, 4.2, i, i, 7.0, i, i, i, i, i, i
- CC(C)c1nc(CNC(=O)CCc2nnc(-c3ccsc3)o2)cs1
    0.6, -0.4, i, i, 2.2, i, i, i, i, i, i
- COc1ccc(S(=O)(=O)Nc2ncccn2)cc1
    -6.6, -5.3, i, i, -4.3, i, i, i, i, i, i
- O=C(Cn1cc(C(F)(F)F)ccc1=O)Nc1cc(S(=O)(=O)N2CCOCC2)ccc1Cl
    -7.9, -8.1, i, i, -3.1, i, i, i, i, i, i
- Cc1cccc(C)c1NC(=O)C(=O)NCc1ccccn1
    -12.7, -3.5, i, i, -3.8, i, i, i, i, i, i
- O=C1C=C(NC2=CC3OC(c4ccccc4)OCC3OC2=O)CCC1 (stereo not given)
    -9.2, 0.7, i, i, 1.4, i, i, i, i, i, i
- S=c1[nH]nc2c3c4c(sc3ncn12)CCCC4
    -5.0, 42.4*, i, i, 16.2, i, i, i, i, i, i
- COc1ccc(NC(=O)CN2C(=O)CC(C)(C)S(=O)(=O)c3ccccc32)cc1
    -5.5, -5.0, i, i, -10.4, i, i, i, i, i, i
- COC(=O)C1=C(C)OC(N)=C(C#N)C1c1cc2cccc(C)c2nc1Cl (stereo not given)
    -2.8, 2.0, i, i, ·, i, i, i, ·, ·, i
- C=CCn1c(C(C)NC(=O)CC)nc2ccccc21 (stereo not given)
    -3.5, -3.4, i, i, 3.2, i, i, i, i, i, i
- C=CCn1c(SCC(=O)N(CCO)CCO)nc2sc3c(c2c1=O)CCC3
    -8.9, 2.2, i, i, -9.9, i, i, i, i, i, i
- CCCOc1ccc(CN2CCOCC2)cc1OC
    -8.9, 4.3, i, i, 3.8, i, i, i, i, i, i
- CC(=O)C(Sc1ncnc2c1nnn2-c1ccc(F)cc1)C(=O)N(C)C (stereo not given)
    -10.6, 9.1, i, i, ·, i, i, i, ·, ·, i
- COc1cccc(CNc2nccs2)c1O
    -5.7, 0.3, i, i, 12.0, i, i, i, i, i, i
- CCOC(=O)c1c(C)[nH]c(C(=O)CN2CC(C)OC(C)C2)c1C (stereo not given)
    -0.8, 4.9, i, i, -8.9, i, i, i, i, i, i
- Cc1ccc(N(CC(=O)NC(C)(C)C)C(=O)CS(=O)CC(=O)Nc2ccc(F)cc2)cc1 (stereo not given)
    -6.7, 2.9, i, i, -7.7, i, i, i, i, i, i
- O=C1/C(=C/c2cccs2)SC(=S)N1CCCC(=O)N(CCO)c1ccccc1
    -1.9, 2.8, i, i, -1.0, i, i, i, i, i, i

These rows are one share of the data; rates above refer to the full screens.
